Screening results deposited in PubChem BioAssay by The Scripps Research Institute Molecular Screening Center.
M1 antag – antagonists of human M1 muscarinic receptor. inhibition, % at 3 µM. P11229. actives 1.3% (n = 360,000). AID 588852. CHO-K1 hM1, Fluo-8 calcium fluorescence, ACh EC80 antagonist;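 active = percent inhibition above its own plate's cutoff, namely the mean of that plate's compound wells plus 3 SD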;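 also: peak over basal fluorescence ratio during 140 s after agonist addition; 0% = ACh EC80 plus DMSO and 100% = DMSO alone without agonist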
CHO-K1 Ca antag – M1 antagonist counterscreen hit in parental CHO-K1 cells. ATP-induced calcium, Fluo-8 fluorescence. inhibition, % at 3 µM. actives 0.6% (n = 360,000). AID 602250;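 active = inhibition above a per-plate cutoff, the plate's mean sample inhibition plus 3 SD, cut at about 24% in these data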;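 also: 0% = DMSO plus EC80 ATP and 100% = DMSO alone without ATP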
CHRM4 agonist – CHRM4 agonism in calcium assay; P08173; CHO-K1 hM4/Gqi5, Fluo-8 calcium fluorescence; vehicle 0%, full acetylcholine response 100%; activation, % at 3 µM; actives 0.14% (n = 360,000);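 active = activation above the run mean over all test wells plus 3 SD, cut at about 32% in these data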;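 also: peak over basal fluorescence ratio per well then scaled between controls; 0% = DMSO wells and 100% = acetylcholine at EC100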
CHRM1 PAM – human CHRM1 positive allosteric modulation. CHO-K1 hM1, Fluo-8 calcium fluorescence, ACh EC20; 0% = ACh EC20, 100% = maximal ACh. actives 0.088% (n = 360,000). activation, % at 3 µM. P11229; in the data active = activation above about 19%, passing the limit was not always enough
CHO parental Ca – counter-screen: ATP calcium response change in parental CHO cells; parental CHO-K1, ATP-induced calcium, Fluo-8 fluorescence; inhibition, % at 5.6 µM; actives 0.63% (n = 330,000); AID 463079;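 active = inhibition above that plate's mean sample inhibition plus 3 SD, cut at about 26% in these data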;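 also: 0% = ATP-challenged DMSO wells and 100% = DMSO wells without ATP; some compounds past the cut are filed as inactive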
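Assay system: untransfected parental CHO cell line. Also added: ATP agonist challenge. Dosing: one dose, 5.6 µM nominal. Measured by: Fluo-8 fluorescence. Read-out: % inhibition. Benchmarks: ATP wells versus no-ATP DMSO wells. Repeats: no replicates.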
M4 antag – blocks acetylcholine activation of human M4 receptor; P08173; CHO-hM4 cells, ACh EC80, Fluo-8 calcium fluorescence; inhibition, % at 3 µM; actives 0.73% (n = 360,000); AID 624125;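 active = inhibition above its plate's cutoff, the mean inhibition of sample wells plus 3 SD, cut at about 27% in these data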;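 also: 0% = acetylcholine EC80 with DMSO and 100% = DMSO without agonist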
M1 ag – activates human CHRM1 receptor; activation, % at 3 µM; actives 0.33% (n = 360,000); P11229; CHO-K1 hM1, Fluo-8 calcium fluorescence, agonist mode; 0% DMSO, 100% acetylcholine EC100; AID 588814;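 active = activation above the run's mean compound activation plus 3 SD, cut at about 16% in these data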;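 also: peak over basal fluorescence ratio within a 140 s kinetic read after compound addition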
M1 ag parental – nonselective activator or artifact in parental CHO-K1 cells | Fluo-8 calcium fluorescence; scaled to maximal ATP response, vehicle zero | activation, % at 3 µM | actives 0.48% (n = 360,000); in the data active = activation above about 15%;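 also: untransfected CHO-K1 host cells lacking M1 receptor as counterscreen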
OXTR potentiate – human OXTR potentiation. activation, % at 3 µM. actives 0.061% (n = 320,000). CHO-OTR cells, Fluo-8 calcium fluorescence, potentiator mode; 0% = oxytocin EC15, 100% = EC100. AID 2445. P30559;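 active = activation above that plate's cutoff, the mean activation of tested compounds plus 3 SD, cut at about 6.6% in these data, passing the limit was not always enough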;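 also: 100% uses oxytocin at 75 nM as the full agonist control; some results filed as inactive read as strong as hits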
Target sequence (P30559 whole entry, looked up): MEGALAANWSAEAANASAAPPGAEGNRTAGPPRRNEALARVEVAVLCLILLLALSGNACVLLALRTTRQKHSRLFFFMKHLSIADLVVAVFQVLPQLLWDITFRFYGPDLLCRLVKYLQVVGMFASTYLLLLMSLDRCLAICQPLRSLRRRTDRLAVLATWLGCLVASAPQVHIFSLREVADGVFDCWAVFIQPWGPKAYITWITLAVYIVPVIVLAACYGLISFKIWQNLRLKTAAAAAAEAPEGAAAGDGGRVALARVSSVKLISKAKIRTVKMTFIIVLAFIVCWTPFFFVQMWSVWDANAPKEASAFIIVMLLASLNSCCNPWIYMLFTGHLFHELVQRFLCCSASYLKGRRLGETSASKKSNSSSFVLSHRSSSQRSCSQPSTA
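Assay system: CHO cell line stably expressing human OTR | Also added: Oxytocin at about EC15, sub-maximal agonist stimulus | Times: Compound 6 min at room temperature before oxytocin, 100 s read | Measured by: Fluo-8 intracellular calcium fluorescence, ex 470-495, em 515-575 nm | Controls: EC15 oxytocin alone as 0%, 75 nM oxytocin as 100%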
* marks the source's active call; other numbers are inactive results; . = no result given. Outcome played no part in choosing rows; overall some 2.9% were active at least once.

Every second line gives: M1 antag, CHO-K1 Ca antag, CHRM4 agonist, CHRM1 PAM, CHO parental Ca, M4 antag, M1 ag, M1 ag parental, OXTR potentiate
> O=C(C[C@@H]1C/C=C\CCC(=O)OC[C@@H]2CCCN2C1=O)NCCO
→ 3, 6, 2, 18, -1, -2, 6, -0.1, -4
> C/C(=N\NC(=O)COc1cccc(Cl)c1)c1ccc2c(c1)OCCO2
→ -10, -17, 1, 12, 4, -6, -6, 0.7, -4
> CCN(c1ccccc1)S(=O)(=O)c1ccc(C(=O)NCC(c2ccccc2OC)N2CCCC2)cc1 (stereo not given)
→ 9, -8, 3, -10, ., 12, -7, 3.0, .
> CCc1nc2ccc(C(=O)Nc3cccc(OC)c3)cn2c1N(C)CCCc1ccccc1
→ -3, 6, 0, -3, ., 4, -9, 0.3, .
> COC(=O)c1sccc1NC(=S)N(C)C1CCCCC1
→ 13, -15, -3, -6, -14, -4, -5, 0.0, 0
> Cc1nnc(SCC(=O)NC(=O)NCc2ccco2)s1
→ -4, -20, 1, 3, -4, -1, -4, 0.6, 1
> CC(C)N(CCc1ccncc1)C(=S)Nc1cccc(Cl)c1
→ 13, 4, 1, -5, -4, 2, -3, 0.6, -5
> O=C(CCNC(=O)c1ccccc1Cl)Nc1nccs1
→ -3, -1, 1, 3, -1, 2, -5, -0.1, -16
> COc1cccc(NC(=O)COc2nc3ccccc3nc2C)c1
→ -12, -9, 1, 9, -13, -6, -5, 0.4, -9
> CC(C)(C)Cc1c(-c2ccco2)nc2ccc(Cl)cn12
→ -11, -6, -1, -6, ., 9, -5, 0.0, .
> CCOc1ncccc1C(=O)Nc1ccc(OC)c(S(=O)(=O)N2CCCCC2)c1
→ -3, -1, 2, 3, -1, -3, -1, 0.6, -4
> CCOC(=O)[C@H]1[C@H]2COc3ccc(C)cc3[C@@H]2N2C(=O)c3cc(C)ccc3NC(=O)[C@@]12C
→ -12, -5, 0, 8, -17, -6, -10, -0.2, -3
> CCC(=O)Nc1ccc(C(=O)COC(=O)c2nc3nccc(C)n3n2)cc1
→ 2, -14, 0, 2, -6, 10, -2, 0.7, 1
> COc1ccc2oc(C(=O)OCC(=O)N(Cc3ccccc3)C(C)C)c(C)c2c1
→ -8, 0, 7, 7, -24, 3, -2, 0.0, 0
> CCCCc1nc(C(N)=O)c2[nH]c(=O)n(-c3ccc(OC)c(OC)c3)c2n1
→ -3, -19, -1, 3, -5, -7, -2, -0.3, -8
> COc1ccc(Cl)cc1Nc1nc(Cl)nc(NCCO)n1
→ -16, 3, 3, 5, ., -16, -4, 0.3, .
> CCOC(=O)N1CCC(N2C(=O)c3ccccc3C2Nc2cc(Cl)c(OC)cc2OC)CC1 (stereo not given)
→ -11, 16, 3, 4, -14, 4, -2, 0.5, -7
> CC1CCN(c2c(NCC3CCC(C(=O)NC4CCCCCC4)CC3)c(=O)c2=O)CC1 (stereo not given)
→ -12, -8, 1, 4, -13, 31*, -1, 0.1, -5
> COC(=O)Cn1c2nc3ccccc3nc2c2cccc(C)c21
→ -5, -2, 5, 11, ., -14, -6, 0.1, .
> O=C(Cc1c(F)cccc1Cl)N1CCN(S(=O)(=O)c2cccc(F)c2)CC1
→ 1, 4, 2, 1, -11, -7, -1, 0.3, -12
> Cc1nc2ccc(Br)cn2c(=O)c1Cl
→ -11, -8, 0, 7, 0, -5, -4, 0.2, 2
> COC(=O)c1c(NC(=O)C(C)(C)C)csc1C
→ 2, 5, 0, -1, -19, 3, -1, -0.5, 2
> Cc1nc2ccc(NC(=O)c3ccc([N+](=O)[O-])cc3)cc2[nH]1
→ -1, -8, 1, 0, -8, -1, -3, 0.5, 1
> CC(C)[C@H](NC(=O)NCc1ccc(Cl)cc1)C(=O)O
→ -20, -20, 2, 7, -9, 1, 0, 0.0, -3
> COC(=O)c1ccccc1NC(=O)CSc1n[nH]c(-c2ccncc2)n1
→ -5, 0, 0, 4, -17, -16, -1, -0.5, 1
> Cc1cccc(NC(=O)CCCN2C(=O)C3CC=CCC3C2=O)c1 (stereo not given)
→ -3, -5, 0, 9, 0, 0, -1, 0.1, -4
> CCn1nccc1C(=O)Nc1cccc(C)c1C
→ -16, -13, 1, 7, -9, -11, -3, 0.9, -14
> COc1cc(NC(=O)c2cnn3c(C(F)F)cc(C4CC4)nc23)c(OC)cc1Cl
→ -9, -5, 0, 4, -17, -5, -3, 0.3, -1

Grouped by structure: the compounds so far containing an aryl methoxy group.
Every second line gives: M1 antag, CHO-K1 Ca antag, CHRM4 agonist, CHRM1 PAM, CHO parental Ca, M4 antag, M1 ag, M1 ag parental, OXTR potentiate
> CCN(c1ccccc1)S(=O)(=O)c1ccc(C(=O)NCC(c2ccccc2OC)N2CCCC2)cc1 (stereo not given)
→ 9, -8, 3, -10, ., 12, -7, 3.0, .
> CCc1nc2ccc(C(=O)Nc3cccc(OC)c3)cn2c1N(C)CCCc1ccccc1
→ -3, 6, 0, -3, ., 4, -9, 0.3, .
> COc1cccc(NC(=O)COc2nc3ccccc3nc2C)c1
→ -12, -9, 1, 9, -13, -6, -5, 0.4, -9
> CCOc1ncccc1C(=O)Nc1ccc(OC)c(S(=O)(=O)N2CCCCC2)c1
→ -3, -1, 2, 3, -1, -3, -1, 0.6, -4
> COc1ccc2oc(C(=O)OCC(=O)N(Cc3ccccc3)C(C)C)c(C)c2c1
→ -8, 0, 7, 7, -24, 3, -2, 0.0, 0
> CCCCc1nc(C(N)=O)c2[nH]c(=O)n(-c3ccc(OC)c(OC)c3)c2n1
→ -3, -19, -1, 3, -5, -7, -2, -0.3, -8
> COc1ccc(Cl)cc1Nc1nc(Cl)nc(NCCO)n1
→ -16, 3, 3, 5, ., -16, -4, 0.3, .
> CCOC(=O)N1CCC(N2C(=O)c3ccccc3C2Nc2cc(Cl)c(OC)cc2OC)CC1 (stereo not given)
→ -11, 16, 3, 4, -14, 4, -2, 0.5, -7
> COc1cc(NC(=O)c2cnn3c(C(F)F)cc(C4CC4)nc23)c(OC)cc1Cl
→ -9, -5, 0, 4, -17, -5, -3, 0.3, -1
